High-throughput results deposited in PubChem by several laboratories.
AID2073: disruptors of CaV2.2 binding to Mint1 – biochemical, HTRF (AID 2073); HTRF protein-protein interaction, Mint1-CaV2.2; higher % means a stronger effect; inhibition, % at 20 µM; hits with a dose series show IC50 in µM; hit rate 0.19% among 290,000; in the data active = inhibition mostly above about 51%, no sharp cut-off; inconclusive = no clear call, values can overlap the other calls; inactive = mostly below about 53%; note: some results filed as inactive read as strong as hits
NOD2 inhibition: NOD2 signaling inhibitors, cell-based, luminescence, uHTS, HEK293 (AID 1566). HEK293 NOD2/NF-kB luciferase reporter, luminescence; higher % means a stronger effect. one-dose inhibition, % at 4 µM; EC50 in µM for titrated hits. hit rate 0.63% among 290,000; note: many of its hits are not listed in these tables
KOR beta-arrestin-1: kappa opioid receptor activators – cell-based, luminescence, uHTS, primary screen (AID 1777); KOR beta-arrestin recruitment, luminescence; higher % means a stronger effect; one-dose activation, % at 10 µM; EC50 in µM for titrated hits; hit rate 0.02% among 280,000; in the data active = activation above about 50%, passing the limit was not always enough; note: a part of the inactive calls stands beside numbers as strong as those of hits
KOR beta-arrestin-2: kappa opioid receptor blockers – cell-based, luminescence, uHTS (AID 1778) | one-dose inhibition, % at 10 µM; IC50 in µM for titrated hits | KOR beta-arrestin recruitment, luminescence, antagonist mode; higher % means a stronger effect | hit rate 0.091% among 290,000; note: strong numbers were not always called active
Dynein cargo inh: dynein cargo transport inhibition. 3617.4 mouse cells, GR-EGFP nuclear translocation imaging; test concentration mostly 20 µM; stimulated with dexamethasone, 1 µM; stronger effect = lower value. z-score, hits read low. hit rate 0.47% among 220,000. AID 1381;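 active = plate z-score of nuclear minus cytoplasmic receptor signal below a set negative limit, without overly bright fluorescence or cell loss, cut at about -3.5 in these data, passing the limit was not always enough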;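 note: z-score of nuclear minus cytoplasmic ring GR-EGFP intensity difference per well; some compounds called inactive have numbers as strong as hits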
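Also added: dexamethasone, 1.0 µM final. Medium: tet-free, stripped-serum medium. Detection: fixed, Hoechst-stained cells imaged at 10x for EGFP. Read-out: nuclear-to-cytoplasmic GR-EGFP distribution per well. Times: induction 48 h, compound 1 h, agonist 30 min.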
M1AAP inhibition: malaria alanyl aminopeptidase activity blockers – biochemical, fluorogenic H-Leu-NHMec substrate, 1536-well (AID 1445); recombinant M1AAP, H-Leu-NHMec fluorogenic kinetic assay; higher % means a stronger effect; inhibition, % at 30 µM; hits with a dose series show IC50 in µM; hit rate 0.42% among 220,000;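 active = primary inhibition above the hit cutoff, then over 50% inhibition at one or more dose response concentrations, cut at about 23% in these data, passing the limit was not always enough; inconclusive = conflicting primary data, or primary hits not chosen for dose response; inactive = low primary inhibition, or under 50% at every dose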;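 note: plate controls were DMSO full reaction for no effect and no enzyme background for full effect; strong numbers were not always called active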
NOD1 inhibition: inhibition of NOD1-driven NF-kB reporter – cell-based, luminescence, uHTS, primary screen (AID 1578); NOD1-driven NF-kB luciferase reporter cells, luminescence; higher % means a stronger effect; inhibition, % at 4 µM, or EC50 in µM where a hit was titrated; hit rate 1% among 290,000; in the data active = inhibition mostly above about 36%, no sharp cut-off; inactive = mostly below about 34%;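 note: HEK-293T reporter cells stimulated with the NOD1 agonist gamma-tri-DAP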
GPR55 activation: selective activators of receptor GPR55 – imaging, U2OS cells, beta-arrestin-GFP redistribution, primary screen (AID 1961); hit rate 0.048% among 290,000; activation, % at 10 µM; hits with a dose series show EC50 in µM; U2OS GPR55 beta-arrestin-GFP redistribution imaging; higher % means a stronger effect;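 active = activation above 40% with more than 50 cells counted in the well; inconclusive = wells holding fewer than 50 cells, flagged as toxic or sparse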;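 note: U2OS osteosarcoma cells stably expressing GPR55 and beta-arrestin-GFP; plate controls were DMSO negative control for no effect and LPI positive control for full effect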
M17LAP inhibition: P. falciparum M17LAP inhibitors, primary screen, biochemical, fluorogenic H-Leu-NHMec substrate, 1536-well (AID 1619) | recombinant M17LAP, H-Leu-NHMec fluorogenic kinetic assay; higher % means a stronger effect | inhibition, % at 30 µM; hits with a dose series show IC50 in µM | hit rate 0.38% among 220,000;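 active = compound inhibiting the enzyme by more than half at any dose during confirmatory dose-response retesting; inconclusive = strong single-dose inhibitors picked by rank but not retested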;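 note: plate controls were full reaction with DMSO carrier for no effect and no enzyme background for full effect; strong numbers were not always called active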
Dynein cargo inh cytoplasmic EGFP: further read-out of Dynein cargo inh, marked with its call; z-score; measured here: cytoplasmic GR-EGFP intensity; stronger effect = higher value
Dynein cargo inh nuclear GR-EGFP: further read-out of Dynein cargo inh, marked with its call; z-score; measured here: nuclear GR-EGFP intensity;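 lower value marks the stronger effect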
Dynein cargo inh cell count: second read-out of Dynein cargo inh, no call of its own (marks repeat the call); z-score; measured here: cell count per field
The depositor's hits bear a star; ? = inconclusive; nt = no result given; [ ] = remark or other dose. Cut-off read from the data, not from the text of the source, unless noted: active = inhibition above about 50%; inactive = the rest. Not all compounds are listed. The share of hits here may be higher or lower than overall.

SMILES	AID2073	NOD2 inhibition	KOR beta-arrestin-1	KOR beta-arrestin-2	Dynein cargo inh	Dynein cargo inh cytoplasmic EGFP	Dynein cargo inh nuclear GR-EGFP	Dynein cargo inh cell count	M1AAP inhibition	NOD1 inhibition	GPR55 activation	M17LAP inhibition
Cc1nc2nc(C)c(CCC(=O)Nc3ccc4c(c3)OCO4)c(C)n2n1	1.4%	2.3%	1.8%	12.9%	-0.121	-0.178	0.508	-0.69	-4.0%	1.8%	0.0%	3.5%
O=C(/C=C/c1cccc([N+](=O)[O-])c1)Nc1ccccn1	3.0%	-19.1%	-2.6%	0.7%	0.3	-0.213	0.282	0.779	4.8%	-40.9%	-0.4%	-6.2%
CCOC(=O)c1ccc(N=C2SC(C(=O)NC)CC(=O)N2CCc2ccccc2)cc1 (centres undefined)	-2.4%	14.2%	-6.3%	-4.9%	1.12	-0.265	0.541	-0.392	4.9%	-8.2%	-0.1%	7.5%
Cn1c(=O)c2c(nc(N3CCNCC3)n2Cc2cccc3ccccc23)n(C)c1=O	5.9%	12.4%	2.6%	3.7%	-0.794	-0.215	-0.23	0.643	1.8%	-21.3%	-0.1%	-1.7%
COc1cc(N)c(Cl)cc1C(=O)OCC(=O)NC1CCCC1	6.0%	4.7%	-0.2%	-10.5%	nt	nt	nt	nt	nt	-23.0%	-0.2%	nt
N#Cc1ccccc1NC(=O)COc1c(Br)cc(Br)c2cccnc12	1.7%	8.3%	1.3%	5.7%	-0.58	-0.183	-0.549	0.157	1.0%	-16.4%	0.0%	-5.2%
COc1ccccc1CNC(=O)CCSCc1cccc(Cl)c1	?	3.4%	-0.4%	-14.7%	0.219	-0.223	0.114	-0.406	0.9%	-30.7%	0.2%	-6.9%
CCC1=Nc2cc(C(=O)NCCCOC)ccc2Sc2ccccc21	-10.2%	-15.1%	9.6%	-122.1%	0.229	-0.199	-0.0376	0.1	5.7%	-20.9%	0.2%	0.0%
CC(Sc1nc2cc([N+](=O)[O-])ccc2n1-c1ccc(F)cc1)C(=O)NCc1ccc2c(c1)OCO2 (centres undefined)	15.1%	-23.0%	1.2%	-5.2%	0.838	-0.176	0.901	-1.68	-1.2%	18.8%	0.9%	-3.5%
Oc1cccc(/C=N/Nc2nn3cnnc3c3ccccc23)c1	8.1%	6.2%	-0.3%	-17.3%	-0.647	-0.00577	-0.382	0.326	6.4%	5.0%	-0.1%	-1.8%
O=C1CCC/C(=N\NC(=O)NC2CCCCC2)C1	-13.9%	11.5%	0.7%	-2.6%	0.35	-0.25	0.275	0.085	6.9%	-16.8%	-0.2%	-1.8%
COC(=O)C1=CN(C(C)C)C=C(C(=O)OC)C1c1cc2c(cc1Br)OCO2	15.9%	4.8%	-0.1%	21.8%	-0.246	-0.237	-0.0895	-0.149	8.2%	nt	-0.1%	-0.9%
CCc1nnc(NC(=O)CSc2nnc(CSc3nc(C)cc(C)n3)o2)s1	-16.3%	-3.3%	4.0%	-5.4%	0.373	-0.377	0.172	0.0537	nt	-23.9%	-0.1%	nt
COc1cccc(/C=N/NC(=S)NC2CC3CCC2C3)c1OC (centres undefined)	-2.7%	9.9%	3.1%	3.4%	-0.699	-0.199	-0.385	1.03	6.1%	-11.2%	0.1%	7.9%
Cc1onc(-c2ccccc2)c1C(=O)NC(C)c1ccc2c(c1)OCO2 (centres undefined)	5.4%	-4.6%	1.4%	-14.8%	nt	nt	nt	nt	nt	-11.7%	0.0%	nt
Cc1ccc(N(C(=O)CNC(=O)c2ccco2)C(C(=O)NC2CCCCC2)c2cccnc2)cc1C (centres undefined)	6.7%	-3.2%	-2.6%	-18.8%	nt	nt	nt	nt	nt	-9.2%	0.2%	nt
CC1CCN(CCCNC(=O)COc2cc(=O)n(C)c3ccccc23)CC1	2.3%	6.3%	2.4%	2.6%	-0.474	-0.279	-0.148	-0.387	2.0%	-25.4%	-0.1%	-5.9%
COc1ccccc1CNC(=O)CS(=O)(=O)c1ccc(C)cc1	2.3%	13.2%	0.0%	31.3%	nt	nt	nt	nt	nt	1.4%	-0.1%	nt
COc1ccc(N2C(=O)CC(NNC(=O)c3cccnc3)C2=O)cc1 (centres undefined)	18.2%	17.0%	-2.5%	5.9%	-0.044	-0.22	0.429	0.0482	6.0%	5.3%	1.0%	5.8%
CC(=O)Nc1cccc(NC(=O)c2c(-c3ccccc3Cl)noc2C)c1	13.6%	14.9%	-3.2%	12.6%	-0.386	-0.238	0.0359	0.919	2.9%	0.5%	-0.1%	3.3%
CCc1ccccc1NC(=O)CSc1nnc(C2CC2)n1CC1CCCO1 (centres undefined)	2.7%	-12.5%	2.6%	-46.1%	nt	nt	nt	nt	nt	-7.1%	0.2%	nt
Cc1ccc2nsnc2c1NC(=O)c1cccnc1Cl	0.3%	-5.7%	-1.2%	8.3%	0.103	-0.314	-0.305	0.234	3.9%	-16.2%	-0.2%	12.1%
Clc1ccccc1OCCn1nnc2ccccc21	9.2%	-22.8%	1.4%	-0.4%[20 µM]	nt	nt	nt	nt	nt	-11.3%	-0.1%	nt
N/C(=N\NC(=O)c1cccc(F)c1)c1cc2ccccc2oc1=O	-11.0%	-13.7%	-1.7%	-0.7%	0.863	-0.318	0.103	0.56	3.2%	0.0%	0.2%	2.8%
CCCCc1ccc(NC(=S)NCCN2CCOCC2)cc1	-10.0%	28.2%	-4.4%	11.0%	-0.837	-0.288	-0.436	0.976	3.8%	-24.6%	0.2%	3.9%
Cc1cc(C)nc(SCC(=O)Nc2ncc(Cc3cccc(Cl)c3)s2)n1	5.9%	15.8%	3.4%	13.7%	0.296	-0.132	-0.232	-0.175	-1.6%	-39.0%	-0.4%	6.1%
O=C(O)/C=C/C(=O)NCCc1ccc(Cl)cc1	-3.5%	3.2%	2.5%	4.2%	-0.155	-0.251	-0.19	0.488	6.9%	-11.4%	-0.3%	0.2%
COc1ccc(OC)c(NC(=O)C2CC(=O)N(CCc3ccccc3)C2)c1 (centres undefined)	-9.7%	0.6%	1.2%	-0.4%	0.345	-0.318	-0.229	-0.316	1.2%	-24.2%	-0.3%	1.8%
CCOC(=O)c1cnc2ccc(C)cc2c1Sc1ccc(F)cc1	1.3%	11.2%	3.7%	-24.4%	-2.9	-0.0065	-0.89	1.4	-9.8%	14.8%	0.3%	-6.5%
CC1(c2ccccc2)CC(C)(C)N2C(=O)C(=O)c3cccc1c32 (centres undefined)	9.2%	10.2%	16.5%	-115.5%[20 µM]	-1.12	-0.223	-0.317	0.0582	1.8%	27.6%	0.3%	15.0%
CCN1C(=O)/C(=C\c2ccc(F)cc2)N=C1SCC(=O)NCc1ccco1	-1.4%	2.7%	-2.4%	9.8%	2.58	-0.00706	1.16	-1.42	0.8%	-1.7%	0.2%	-2.0%
NC[C@@]12CCCC1C1CCC2C1 (some centres undefined)	23.3%	10.8%	2.4%	-15.4%	-0.603	-0.238	0.354	0.46	-8.6%	-4.8%	0.3%	-3.9%
CCOc1cc(-c2conc2N)cc(OCC)c1OCC	-1.5%	1.7%	-3.7%	17.2%	-0.404	-0.201	0.119	1.15	1.8%	-20.9%	0.3%	-4.5%
O/N=C/c1cc(Cl)ccc1OCc1cccc2ccccc12	-5.5%	0.6%	0.5%	-8.0%	-0.584	-0.227	-0.693	0.348	2.8%	33.8%	0.3%	-3.1%
CCOC(=O)c1c(NC(=O)C(=O)N/N=C/c2ccc(O)c(OC)c2)sc2c1CCCCC2	48.8%	37.9%	1.8%	-2.4%	-0.352	-0.194	-0.596	0.869	13.7%	81.2%*	0.2%	20.1%
C(=C\c1nc(-c2ccccc2)no1)/c1ccccc1	1.1%	-74.3%	-2.1%	16.2%	-0.336	-0.261	-0.345	0.61	4.5%	-24.5%	1.0%	-7.3%
CCCCOc1ccccc1C1C(C(=O)OC)=C(C)N(C)C(C)=C1C(=O)OC	-7.3%	14.4%	0.3%	23.1%	1.48	-0.22	0.907	-1.1	14.3%	-27.6%	-0.1%	6.0%
COCCOC(=O)C1=C(C)N=C2SCCC(=O)N2C1c1cccc(Br)c1 (centres undefined)	-3.4%	-0.2%	-7.7%	23.2%	-0.376	-0.186	0.0232	0.0689	4.5%	-7.8%	0.0%	-6.8%
CC(C)(C)NC(=O)C1CCN(S(=O)(=O)c2ccc(Br)cc2)CC1	19.7%	14.3%	-0.1%	29.1%	-0.208	-0.267	-0.103	0.149	4.7%	9.8%	0.0%	11.5%
O=C(c1cc2ccccc2c(=O)o1)N1CCCCCC1	-0.9%	-2.2%	5.1%	16.6%	-0.394	-0.202	0.404	-0.168	5.9%	-12.9%	-0.4%	1.8%

Compounds shown so far that contain a nitro group on carbon, in the order listed:
SMILES	AID2073	NOD2 inhibition	KOR beta-arrestin-1	KOR beta-arrestin-2	Dynein cargo inh	Dynein cargo inh cytoplasmic EGFP	Dynein cargo inh nuclear GR-EGFP	Dynein cargo inh cell count	M1AAP inhibition	NOD1 inhibition	GPR55 activation	M17LAP inhibition
O=C(/C=C/c1cccc([N+](=O)[O-])c1)Nc1ccccn1	3.0%	-19.1%	-2.6%	0.7%	0.3	-0.213	0.282	0.779	4.8%	-40.9%	-0.4%	-6.2%
CC(Sc1nc2cc([N+](=O)[O-])ccc2n1-c1ccc(F)cc1)C(=O)NCc1ccc2c(c1)OCO2 (centres undefined)	15.1%	-23.0%	1.2%	-5.2%	0.838	-0.176	0.901	-1.68	-1.2%	18.8%	0.9%	-3.5%

As entered above:
O/N=C/c1cc(Cl)ccc1OCc1cccc2ccccc12 – M1AAP inhibition = 2.8%
O=C(c1cc2ccccc2c(=O)o1)N1CCCCCC1 – Dynein cargo inh nuclear GR-EGFP = 0.404
